# HT1080 IDH1KD tx: kills HT-1080 cells with IDH1 knockdown | AID 686971 | Potency, µM (top dose mostly 46.1 µM), for the others: at the highest dose activity, negative = toxicity, most hits filed as cytotoxic | HT-1080 IDH1 knockdown viability, ATP luminescence, 48 h | 2% of 360,000 active;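 note: potency is the fitted concentration of half-maximal effect; 0% = DMSO wells and -100% = cell-free medium wells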
#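 IDH1KD HT-1080 cells, 750/well, RPMI + 5% FBS; compound pinned after 2 h settling; 48 h, 37 °C; CellTiter-Glo luminescence; % activity normalised to DMSO and no-cell wells; curves fitted, classed by r2 and efficacy.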
# IL-1B inflam inh: inflammasome signaling inhibition, IL-1 beta readout | THP-1 LPS/ATP IL-1B secretion, AlphaLISA, 16 h; active compounds read low | activity change, % at 57.5 µM | 4.7% of 360,000 active | AID 743279; in the data active = activity change below about -50%; inconclusive = mostly about -30% to -49%; note: % is set by controls: 0 for no effect and ±100 for the full control effect
#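 THP-1 cells pretreated 1 hr with compounds (up to 57.5 uM final), then stimulated with LPS (250 ng/mL final) plus ATP (1.25 mM final); secreted IL-1B measured by AlphaLISA after 16 hr, decreased signal indicating inhibition.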
# ATXN2 expr inh: inhibitors of ATXN2 expression. HEK-293 ATXN2-luciferase reporter, luminescence, 24 h. 0.72% of 360,000 active. Potency, µM (titrated, usually from 57 µM), without a hit: at the highest dose activity change, negative = inhibition, hits mostly inhibitors; note: potency is the fitted concentration of half-maximal effect; % is set by controls: 0 for no effect and ±100 for the full control effect; nearly all actives have a fitted effect of over 55% in size
#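 ATXN2-luciferase reporter cells (luciferase flanked by upstream and downstream ATXN2 gene portions) were treated 24 h at 37 °C with compounds at up to 57 uM. SteadyGlo luminescence gave expression; GF-AFC fluorescence gave viability.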
# WRN inhibitor: blocks human WRN helicase. WRN helicase unwinding, fluorescent forked duplex, kinetic. 0.46% of 360,000 active. Q14191. AID 651768. Potency, µM (doses to about 114 µM), for inactives: at the highest dose activity change, negative = inhibition, most hits filed as inhibitors; note: potency is the fitted concentration of half-maximal effect; % is set by controls: 0 for no effect and ±100 for the full control effect; nearly all actives have a fitted effect of over 55% in size
# Target sequence (Q14191 whole entry, looked up): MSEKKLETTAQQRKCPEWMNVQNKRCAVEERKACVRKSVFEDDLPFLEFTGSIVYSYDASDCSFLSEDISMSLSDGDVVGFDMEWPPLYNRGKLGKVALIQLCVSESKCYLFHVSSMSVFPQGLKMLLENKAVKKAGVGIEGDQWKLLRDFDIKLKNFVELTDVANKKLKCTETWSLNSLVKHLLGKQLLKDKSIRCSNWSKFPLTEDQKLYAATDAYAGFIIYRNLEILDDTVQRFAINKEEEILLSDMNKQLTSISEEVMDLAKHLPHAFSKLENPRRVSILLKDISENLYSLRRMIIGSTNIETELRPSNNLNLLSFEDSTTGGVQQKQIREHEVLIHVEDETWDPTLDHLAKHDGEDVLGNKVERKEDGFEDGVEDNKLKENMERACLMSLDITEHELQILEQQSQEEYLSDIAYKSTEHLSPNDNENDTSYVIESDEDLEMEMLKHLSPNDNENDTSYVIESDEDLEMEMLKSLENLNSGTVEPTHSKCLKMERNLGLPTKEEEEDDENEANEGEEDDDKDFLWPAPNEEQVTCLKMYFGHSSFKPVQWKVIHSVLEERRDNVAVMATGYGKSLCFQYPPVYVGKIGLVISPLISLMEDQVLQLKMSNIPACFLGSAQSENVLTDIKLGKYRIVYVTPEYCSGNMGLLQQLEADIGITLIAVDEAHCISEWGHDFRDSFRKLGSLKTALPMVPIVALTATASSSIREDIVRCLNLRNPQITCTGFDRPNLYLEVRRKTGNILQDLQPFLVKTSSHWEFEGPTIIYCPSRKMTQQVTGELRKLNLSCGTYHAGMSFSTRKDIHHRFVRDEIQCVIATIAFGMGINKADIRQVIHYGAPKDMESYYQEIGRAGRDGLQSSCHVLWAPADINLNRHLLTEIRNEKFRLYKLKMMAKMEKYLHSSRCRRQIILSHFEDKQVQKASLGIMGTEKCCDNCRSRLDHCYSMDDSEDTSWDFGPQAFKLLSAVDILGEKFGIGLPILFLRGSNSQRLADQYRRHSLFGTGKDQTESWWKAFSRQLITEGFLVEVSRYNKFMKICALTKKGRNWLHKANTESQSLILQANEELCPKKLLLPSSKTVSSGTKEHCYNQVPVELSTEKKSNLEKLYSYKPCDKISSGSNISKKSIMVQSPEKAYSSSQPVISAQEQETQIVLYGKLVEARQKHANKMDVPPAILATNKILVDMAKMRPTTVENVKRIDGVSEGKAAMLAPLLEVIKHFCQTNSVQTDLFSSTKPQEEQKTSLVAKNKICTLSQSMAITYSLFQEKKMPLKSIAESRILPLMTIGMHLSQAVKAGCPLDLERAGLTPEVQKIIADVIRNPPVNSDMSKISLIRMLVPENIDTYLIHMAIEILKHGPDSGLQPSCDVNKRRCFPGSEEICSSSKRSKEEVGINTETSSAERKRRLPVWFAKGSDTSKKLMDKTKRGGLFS
#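 Primary qHTS, 1536-well format. 20 nM WRN + compound, 15 min RT; start with 100 nM forked fluorophore/quencher duplex, 2 mM ATP (final); kinetic read ex 525/em 598 nm.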
# KB-V1 MDR tox: KB-V1 MDR subline cytotoxicity; 3.4% of 400,000 active; KB-V1 MDR cells viability, CellTiter-Glo, 72 h; AID 1347076; Potency, µM (series often up to 46.1 µM), for the others: at the highest dose activity change, negative = cytotoxicity, actives largely listed as cytotoxic; note: potency is the fitted concentration of half-maximal effect; % is set by controls: 0 for no effect and ±100 for the full control effect; nearly all actives have a fitted effect of over 60% in size
#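 KB-V1 cells (P-gp-expressing MDR subline of KB-3-1) in phenol-red-free DMEM with 10% FBS were exposed to library compounds over a concentration series for 72 h at 37 degrees C. Viability read by CellTiter-Glo luminescence; concentration-effect curves fitted after normalization.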
# SW480 rerep: inducers of DNA re-replication in SW480 colon cancer cells; Potency, µM (titrated, usually from 46.1 µM), for inactives: top-dose re-replication activation, most hits filed as activators; SW480 DNA re-replication, Hoechst DNA content imaging, 48 h; 1.8% of 340,000 active; note: potency is the fitted concentration of half-maximal effect; % of control where 0% means no effect; nearly all actives have a fitted effect of over 55% in size
#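 Treated cells incubate 48 hr (37 C, 5% CO2), are stained 40 min with Hoechst, and nuclear fluorescence is enumerated; a rise in nuclei with high DNA signal marks re-replication.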
# HT1080NT lethal: kills 2HG-producing HT-1080-NT fibrosarcoma cells; AID 686970; 1.6% of 360,000 active; HT-1080-NT fibrosarcoma viability, CellTiter-Glo ATP luminescence, 48 h; Potency, µM (titrated, usually from 46.1 µM), for inactives: at the highest dose activity, negative = less viability, hits mostly cytotoxic;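 note: NT is the 2HG producing partner of a matched IDH1 knockdown line; potency is the fitted concentration of half-maximal effect; 0% = DMSO-treated cells and -100% = media-only wells without cells; nearly all actives have a fitted effect of over 55% in size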
#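 HT-1080-NT fibrosarcoma cells (2HG-overproducing), 750 cells/well in RPMI with 5% FBS, dosed after 2 h and incubated 48 h at 37C. CellTiter-Glo luminescence normalized to DMSO and no-cell wells; concentration-response curves fitted and classed.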
# MCF10A rerep: inducers of DNA re-replication in MCF 10A breast cells | MCF 10A DNA re-replication, Hoechst nuclear intensity, 48 h | Potency, µM (doses to about 46.1 µM), for inactives: at the top dose activity, positive = re-replication, actives largely listed as activators | 2.9% of 350,000 active | AID 624296; note: potency is the fitted concentration of half-maximal effect; % of control where 0% means no effect; nearly all actives have a fitted effect of over 50% in size
# KB-3-1 cytotox: KB-3-1 parental cell cytotoxicity; KB-3-1 viability, CellTiter-Glo ATP luminescence, 72 h; Potency, µM (highest dose often 46.1 µM), for the others: at the top dose activity change, negative = cytotoxic, usual class: cytotoxic; 1.4% of 400,000 active; AID 1347075; note: potency is the fitted concentration of half-maximal effect; % is set by controls: 0 for no effect and ±100 for the full control effect; nearly all actives have a fitted effect of over 60% in size
#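 Cells are dispensed, compounds pinned in, plates held at 37 °C for 72 h, then CellTiter-Glo is added and luminescence read after 10 minutes. Cell line: parental KB-3-1 in phenol-red-free DMEM, 10% FBS.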
# Numbers without * were called inactive; ? = inconclusive; · = not tested or not shown; & = joins results of further samples; [ ] = another dose, or the depositor's remark. Unless noted, calls come from the whole dose curve; as a rule, active = well fitted curve in the direction sought with a large enough effect; inconclusive = small, poorly fitted or top-dose-only effect, or another doubt; inactive = no such curve, though single readings can be large; an effect the other way counts as inactive or inconclusive.
mol | HT1080 IDH1KD tx | IL-1B inflam inh | ATXN2 expr inh | WRN inhibitor | KB-V1 MDR tox | SW480 rerep | HT1080NT lethal | MCF10A rerep | KB-3-1 cytotox
CN1CCC(N(C)CC(C)(C)NS(=O)(=O)c2ccccc2)CC1 | 4% | -9 | 2% | -4% | 16% | -3% | 4% | 21% | -2%
CCCOc1cccc(-c2cc(C(=O)N/N=C/c3ccccn3)c3ccccc3n2)c1 | ? | -98* | 7.1µM* | -4% | ? | ? | -28% | 10% | ?
N/C(=N\OC(=O)c1cnn(-c2ccccc2)c1C(F)(F)F)c1cc(C(F)(F)F)cc(C(F)(F)F)c1 | 9% | 12 | -26% | ? | 26% | -2% | 1% | -7% | -1%
CCc1ccc(NC(=O)CSc2nnc(-c3n[nH]c4ccccc34)n2-c2ccccc2)cc1 | -12% | 4 | -24% | -24% | 4% | 2% | -22% | ? | 0%
C[C@H](CO)N1C[C@H](C)[C@H](CN(C)C(=O)Cc2ccccc2)OCc2cnnn2CCCC1=O | 2% | 17 | 11% | 7% | -4% | · | 1% | · | ?
Nc1nc2n(n1)C(c1ccco1)CC(c1ccc(Cl)c(Cl)c1)N2 (stereo unspecified) | -3% | -13 | -5% | -5% | -20% | 12% | 1% | 4% | 0%
O=C(NNC(=O)c1ccccc1OCc1ccc(F)cc1)c1ccncc1 | 0% | -26 | 6% | 3% | 1% | ? | -8% | -2% | -3%
CCC(C)NC(=O)c1c(C)cc(=O)oc1C (stereo unspecified) | 5% | -14 | -4% | 8% | 0% | -2% | 22% | -17% | 1%
NC(=O)[C@@H]1CCCN1Cc1nc(Cc2cccc(C(F)(F)F)c2)no1 | 12% | 15 | 6% | 1% | 9% | 26% | 16% | ? | 3%
Cc1cccc(N(C)C(=O)c2cc3cc4ccc(C)cc4nc3o2)c1 | 13µM* | 19 | 36%[activator] | 4%[57.1 µM] | 12µM* | ? | ? | 10µM* | ?
OCC1CCCN(c2ncnc3scc(-c4ccccc4)c23)C1 (stereo unspecified) | -16% | 75 | · | -11% | -16% | -5% | -5% | -3% | -1%
CCCCNC(=S)N(CCO)Cc1cc2cc3c(cc2[nH]c1=O)OCCO3 | -8% | -15 | -31% | -2% | 12% | 10% | -15% | ? | 16%
COc1ccccc1CCC(=O)Nc1ccc2c(c1)c(=O)n(C)n2Cc1ccc(F)cc1 | 5.8µM* | 35 | -20% | -3% | ? | · | 3.3µM* | · | 8.2µM*
O=c1oc2ccccc2c2[nH]ccc12 | -9% | 6 | -1% | -11% | 7% | -1% | -4% | 24% | 12%
COc1ccc(CCN=C(NS(=O)(=O)c2ccccc2)c2ccccc2)cc1OC | 3% | 5 | -6% | -6% | ? | -3% | 1% | 1% | 2%
CCN(CC)S(=O)(=O)c1ccc(Cl)c(C(=O)Nc2cc(C)nn2-c2ccccc2)c1 | -11% | -18 | -16% | -26% | ? | 18% | -4% | 10% | -1%
COc1cnc(-c2ccccn2)nc1Sc1ccc(C)cc1 | ? | 27 | ? | 2% | -5% | ? | ? | 18% | -7%
COc1ccc2c(c1)oc(=O)c1c3ccccc3[nH]c21 | 3% | 0 | 6% | -1% | -2% | -7% | 0% | 4% | -18%
COc1ccc(-c2cc(C(=O)N3CCCCCC3)no2)cc1 | -7% | -19 | 0% | -5% | ? | -1% | 0% | -18% | 9%
c1ccc([C@H]2CC3C[C@@H](c4ccccc4)N2O3)cc1 | 12% | 20 | 10% | 7% | ? | -12% | 5% | -10% | 0%
CC(C)(C)C(=O)Nc1ccc(/C=C/C(=O)c2ccco2)cc1 | 23µM* | -102* | 61%[activator] | -8% | -25% | 24% | ? | ? | -6%
O=C(Cc1cccc(NC(=O)C2CCCN(C(=O)C3CCCCC3)C2)c1)Nc1cccc(C(=O)N2CCCCC2)c1 (stereo unspecified) | 6% | -5 | -2% | 1% | 4% | -17%[9.22 µM] | 15% | 15% | 23%
COc1ccc(NC(=S)N(CCN(C)C)C(C)c2ccco2)cc1Cl (stereo unspecified) | 12% | -1 | 12% | 2% | 23µM* | -15% | -4% | 29% | -24%
CC1(C)C([N+](=O)[O-])C(c2ccc(Cl)cc2)NC(c2ccc(Cl)cc2)C1[N+](=O)[O-] (stereo unspecified) | -28% | 0 | -22% | -7% | -7% | -5% | -19% | -7% | -20%
COc1ccc(Cc2nc3ccc(C(=O)NCCSC)cc3o2)cc1 | 1% | -20 | 68%[activator] | -1% | 7% | -2% | 6% | -12% | 7%
CC1(c2ccc3ccccc3c2)NC(=O)NC1=O (stereo unspecified) | 6% | 8 | · | -1% | 0% | -19% | 8% | -5% | 2%
Cc1cccc(-c2noc(CCCC(=O)NC3CCCCC3)n2)c1 | -2% | 17 | -24% | 2% | ? | -1% | 0% | -2% | -10%
COc1ccc(Cl)cc1-c1cc(C(=O)Nc2cc(OC)c(OC)c(OC)c2)[nH]n1 | ? | -10 | ? | ? | -24% | · | ? | · | -1%
O=C(Nc1sc2c(c1C(=O)NCC1CCCO1)CCCC2)c1cccs1 (stereo unspecified) | 4% | -20 | 3% | -28% | -10% | 36% | -2% | ? | -7%
COC(=O)c1cc2sc(Cl)cc2n1CC(=O)NCC1CCCO1 (stereo unspecified) | 2% | -6 | -14% | -4% | 11% | -1% | 4% | 7% | -1%
CCOC(=O)C1=C(C)C(c2ccc(OC)cc2)NC(=O)N1 (stereo unspecified) | -3% | 8 | -17% | 6% | 4% | -6% | 2% | ? | -1%
Cc1ccc(CNc2oc(-c3ccco3)nc2C#N)cc1 | 0% | 10 | 6% | -30%[57.1 µM] | ? | -11% | 2% | 12% | -13%
Cc1coc2c(C)c3oc(=O)c(CCC(=O)N[C@@H](C)C(=O)N[C@@H](Cc4ccccc4)C(=O)O)c(C)c3cc12 | 1% | -2 | -9% | -18% | -8% | 21% | 3% | 27% | 0%
Cc1c(C(=O)NC(=S)Nc2ccc3c4c(cccc24)CC3)cccc1[N+](=O)[O-] | 0% | -10 | -13% | -29%[57.1 µM] | -20% | 5% | 1% | 12% | -12%
O=C(CN1CCOCC1)N1CCN(S(=O)(=O)c2ccccc2)C1c1ccccc1 (stereo unspecified) | 1% | 17 | 0% | 5% | -9% | 0% | 2% | 0% | -6%
COc1ccc(-c2csc3ncnc(N4CCN(c5ccccc5[N+](=O)[O-])CC4)c23)cc1 | -29% | -6 | -38% | -24% | · | ? | -23% | 16µM* | ·
CCn1c(SCC(=O)OC(C)C)nnc1-c1ccccc1 | 7% | -64* | -9% | -9% | 7% | -134%[inhibitor] | -5% | 3% | 1%
COc1cc2c(cc1OC)C(C(=O)NCc1cccnc1)C(c1cccnc1)N(C)C2=O (stereo unspecified) | 8% | 13 | -4% | 1% | 19% | 0% | 10% | 1% | 1%
O=C(Nc1ccccc1)N1CCN(C2c3ccccc3-c3ccccc32)CC1 | -5% | -15 | 0% | -5% | -7% | 0% | -13% | 2% | -8%
O=C(CCn1cnc2ccccc21)N/N=C/C=C/c1ccccc1 | 0% | -11 | 2% | 2% | 6% | -5% | 6% | 0% | 4%
Cc1ccc(-c2csc(NC(=O)/C=C/c3ccco3)c2C(=O)O)cc1 | -1% | 3 | 3% | 40µM* | 1% | 0% | -13% | 20% | -1%
CSCC[C@H](NC(=O)[C@H](Cc1ccccc1)n1c(=O)[nH]c2ccccc2c1=O)C(=O)N1CCC[C@H]1C(=O)O | 5% | 10 | -4% | 3% | 0% | -7% | -2% | 3% | 0%
CCC1Nc2ncnc(N3CCCCC3)c2N(Cc2ccc(OC)cc2)C1=O (stereo unspecified) | 13%&12% | 21&13 | 1%&-16% | -10%&-2% | -15%&14% | -5% | ? | 17% | ?
COc1ccc(NC(=O)C(C)N2C(=O)c3ccccc3C2=O)cc1S(=O)(=O)N1CCOCC1 (stereo unspecified) | 3% | 24 | 0% | -8% | ? | 27% | -5% | -2% | 4%
Clc1cccc(Cc2c(-c3cccc(Cl)c3)nc3c4ccccc4ccn23)c1 | 2% | 32 | 14% | 2% | 0% | · | 3% | · | -26%
Cc1cccc(CSCC(=O)N2CCN(S(=O)(=O)c3ccccc3C#N)CC2)c1 | -6% | 7 | · | -3% | ? | · | 1% | · | 15%
COc1ccc(/C=C/C(=O)OCC(=O)Nc2ccc(OC)c(S(=O)(=O)N3CCCCC3)c2)cc1 | 4% | -4 | 8% | -14% | 0% | -7% | -1% | 1% | 7%
O=C(N/N=C/c1c(O)ccc2ccccc12)C(=O)N1CCCC1 | ? | 66 | · | 8% | ? | · | ? | · | ?
COc1cccc(C(=O)NC(c2ccccc2)C2CCCC2)c1 (stereo unspecified) | 5% | -13 | 8%[11.3 µM] | -10% | 8% | ? | -1% | -10% | 1%
O=C(Cn1cnc2c(OCc3ccccc3)ncnc21)NCCN1CCOCC1 | 10% | 3 | 1% | -4% | 1% | -25% | 7% | -5% | 0%
COc1ccccc1CNC(=O)C1CCC(CNS(=O)(=O)c2ccc(C)cc2)CC1 (stereo unspecified) | -20% | 37 | 0% | 2% | -3% | 8% | -25% | 15% | -4%
O=C(O)c1cccc(-c2ccc(/C=N/n3cnnc3)o2)c1 | 8% | -1 | · | -5% | 8% | -15% | 9% | 3% | 5%
COc1cc(C(C)=O)ccc1OC(=O)c1cc2cccc(OC)c2oc1=O | 0% | ? | -4% | -5% | 1% | -8% | -7% | 3% | 4%
O=C(COC(=O)CCC(=O)c1ccc(F)cc1)Nc1cccc(S(=O)(=O)N2CCCC2)c1 | 7% | 17 | · | -10% | -5% | -4% | 9% | 2% | -11%

# High-throughput results: PubChem BioAssay, National Center for Advancing Translational Sciences (NCATS)

# This is a random part of the collection; 12% or so of the library scored in one or more.
